# CHOP inhibitor – blocks CHOP induction under ER stress | CHO-K1 CHOP-promoter luciferase, tunicamycin-induced, 15-18 h | inhibition, % at 10 µM | actives 3.8% (n = 220,000) | AID 2732;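 active = compounds that reduced the stress-induced luciferase reporter signal by more than about 70% of percent inhibition, limit read from the data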;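 also: 0% = tunicamycin plus vehicle and 100% = wells without tunicamycin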
# PPC-1+TRAIL kill – kills PPC-1 cancer cells in the presence of TRAIL | PPC-1 cells + TRAIL, ATPLite viability luminescence | cell killing (% activity), % at 4 µM | actives 0.41% (n = 220,000) | AID 1443;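 active = cell killing above 50% in the first pass at 4 µM, then a duplicate retest at 5 µM averaging 50% or more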;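 also: plate controls were cells with TRAIL plus DMSO for no effect and medium-only wells lacking cells for full effect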
# p47phox inh – blocks human p47phox regulatory protein of NADPH oxidases; p47phox/p22phox peptide binding, fluorescence polarization, 2 h; inhibition, % at 24.7 µM; actives 0.53% (n = 220,000); AID 1274; P14598;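 active = inhibition above about 30%, limit read from the data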;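 also: 0% = p47phox with labelled peptide and 100% = labelled peptide alone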
# Target sequence (P14598 whole entry, looked up): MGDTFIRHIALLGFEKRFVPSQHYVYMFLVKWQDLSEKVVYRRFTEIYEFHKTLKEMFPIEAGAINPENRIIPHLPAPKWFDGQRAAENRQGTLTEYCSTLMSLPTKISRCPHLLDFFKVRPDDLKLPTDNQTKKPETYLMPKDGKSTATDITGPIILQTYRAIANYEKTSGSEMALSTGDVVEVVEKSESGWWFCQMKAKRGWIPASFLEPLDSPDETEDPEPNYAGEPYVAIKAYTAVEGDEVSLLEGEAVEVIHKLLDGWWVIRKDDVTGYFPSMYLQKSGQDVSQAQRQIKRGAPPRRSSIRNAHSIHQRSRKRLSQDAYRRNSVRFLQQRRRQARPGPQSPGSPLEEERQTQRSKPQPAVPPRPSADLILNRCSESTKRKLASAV
# MDM2 E3 inh – Mdm2 E3 ligase (human) inhibition | Q00987 | signal enhancement, % at 5 µM | AID 1230 | cell-based MDM2 ubiquitination luciferase reporter, 2 h; 0 = plate control, 100 = twice control, blank-subtracted | actives 0.11% (n = 210,000);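 active = signal enhancement of 30% or more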;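 also: luminescence tracks abundance of the self-degrading MDM2-luciferase fusion protein; higher signal means inhibition of MDM2 E3 ligase activity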
#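 Test system: mammalian cells stably expressing self-ubiquitinating, self-degrading MDM2 E3–luciferase fusion; Amount: 2000 cells in each well; Medium: DMEM; Schedule: 4 h settle plus 2 h compound, 37 °C; Technique: SteadyLite luciferase luminescence after 15 min room-temperature reagent incubation; Benchmarks: plate control and blank wells.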
# TRPN1 ag – zebrafish TRPN1 (NompC) channel agonism; HEK293 zebrafish TRPN1-YFP, Fluo-8 calcium fluorescence; 100% = response to 87 µM carbachol; activation, % at 3 µM; actives 0.18% (n = 220,000); AID 1424;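 active = activation above its plate's cutoff, the mean activation of test wells on that plate plus 3 SD, cut at about 19% in these data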;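 also: 0% = DMSO alone and 100% = 87 µM carbachol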
#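 Material: zebrafish TRPN1-YFP in HEK293 cells; Doses: single test compound dose, 3 µM nominal, 0.3% DMSO; Timing: dye loading 1 h at 37 °C, then 30 min room temperature; Technique: intracellular calcium fluorescence with Fluo-8; Benchmarks: high carbachol 87 µM, low DMSO alone.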
# TRPML3 agonist – agonists of human TRPML3 channel. activation, % at 3 µM. actives 0.29% (n = 220,000). Q8TDD5. HEK293 TRPML3-YFP, Fluo-8 calcium fluorescence; 100% = the carbachol control signal;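 active = activation above its plate's cutoff, the mean activation of the plate's test wells plus 3 SD, cut at about 12% in these data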;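 also: 0% = DMSO only wells and 100% = carbachol wells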
# Target sequence (Q8TDD5 whole entry, looked up): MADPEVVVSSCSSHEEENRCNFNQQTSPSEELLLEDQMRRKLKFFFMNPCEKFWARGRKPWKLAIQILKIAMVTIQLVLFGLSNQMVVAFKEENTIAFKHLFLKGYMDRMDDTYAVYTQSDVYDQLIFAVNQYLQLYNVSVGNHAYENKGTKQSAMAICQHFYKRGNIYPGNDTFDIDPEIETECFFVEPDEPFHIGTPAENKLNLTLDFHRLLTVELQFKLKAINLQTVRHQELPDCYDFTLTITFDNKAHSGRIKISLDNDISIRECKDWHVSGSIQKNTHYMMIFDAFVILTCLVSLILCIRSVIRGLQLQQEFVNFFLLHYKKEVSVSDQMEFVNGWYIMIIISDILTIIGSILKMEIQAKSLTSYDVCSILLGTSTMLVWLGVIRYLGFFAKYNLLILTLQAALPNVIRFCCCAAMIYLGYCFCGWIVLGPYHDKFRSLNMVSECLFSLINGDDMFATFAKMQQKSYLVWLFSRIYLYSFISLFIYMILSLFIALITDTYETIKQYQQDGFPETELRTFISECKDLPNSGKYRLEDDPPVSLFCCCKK
#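 Material: HEK293 cells stably carrying human TRPML3-YFP; compound dosing: single dose, 3 µM final nominal compound, 0.3% DMSO final; incubation: 1-h 37 °C dye load, 5-s basal, 120-s post-compound reads; technique: Fluo-8 intracellular calcium fluorescence, excitation 470-495 nm, emission 515-575 nm; read-out basis: percent activation from peak-to-basal fluorescence ratio, scaled between DMSO and carbachol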
# Runt-SMMHC FRET – blocks binding of human RUNX1 Runt domain to CBFb-SMMHC; Q01196+Q13951; Cerulean-Runt/Venus-CBFb-SMMHC FRET ratio 530/480, 1 h; inhibition, % at 20 µM; actives 0.74% (n = 220,000);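 active = mean inhibition across duplicate retests at 20 µM reaching about 50%, limit read from the data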;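 also: 0% = DMSO wells and 100% = wells with excess untagged CBFb-SMMHC; inhibitors lower the FRET ratio by blocking Runt binding to CBFb-SMMHC; some results filed as inactive read as strong as hits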
# TNF death inh – TNF-alpha cell death inhibition in Jurkat FADD-/- cells; Jurkat FADD-/- TNF necroptosis rescue, ATP luminescence, 24 h; 0 = TNF only, 100 = no-TNF cells; activation (protection from cell death), % at 10 µM; actives 0.068% (n = 220,000); AID 463075;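 active = activation, meaning protection from cell death, of at least 50% relative to plate controls; inactive = activation below 50%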;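 also: necroptosis triggered by 40 ng/mL TNF-alpha added together with compound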
# EBV gp42 block – inhibitors of Epstein-Barr virus glycoprotein 42. inhibition, % (tested at 21.74 µM). AID 1085. actives 0.42% (n = 220,000). Fluorescence polarization binding assay, mP read-out; in the data active = inhibition above about 50%
# The depositor's hits bear a star; x = not tested or not shown; & = joins results of further samples.
SMILES,CHOP inhibitor,PPC-1+TRAIL kill,p47phox inh,MDM2 E3 inh,TRPN1 ag,TRPML3 agonist,Runt-SMMHC FRET,TNF death inh,EBV gp42 block
O=c1c2ccccc2nc(-c2ccc([N+](=O)[O-])cc2)n1-c1ccccc1,-13,17,0,-7,1.4,0.0,1,0.4,-13
Cc1ccccc1-n1c(-c2ccco2)nc2ccccc2c1=O,13,13,-7,x,0.3,0.1,3,-2.8,-10
CC(C(N)=O)N1CC(c2ccc(Cl)cc2)CC1=O (stereo unspecified),-8,30,-5,-6,0.5,0.6,0,-0.4,-10
Cc1[nH]c2ccccc2c1C(=O)C(=O)N1CCC2(CC1)OCCO2,6,10,-5,-22,2.0,0.8,-42,-0.1,-13
Cc1nn(Cc2ccccc2Cl)c(Cl)c1C(=O)OCC(=O)NC(=O)NC1CCCCC1,60,9,-16,-7,0.8,0.8,4,2.2,-11
O=P(Nc1ccccc1Cl)(c1ccccc1)c1nc2c(s1)CCCC2 (stereo unspecified),2,10,-2,-4,-3.0,-1.3,0,-4.7,-20
CCN(CC)CCCC(C)N=C(c1ccccc1)c1c(O)n(C)c(=O)n(C)c1=O (stereo unspecified),-16,2,-3,-24,0.4,-0.1,2,-0.2,-13
COC(=NC1CCCC1)C(O)c1c[nH]c2ccccc12 (stereo unspecified),14,7,3,-10,0.2,-0.3,0,1.2,3
COc1ccn(C)c(=O)c1C#N,5,27,-6,-9,0.4,0.4,-1,-0.5,-10
COC(=O)C1CN(C#N)N(c2ccc(Cl)cc2)C12c1ccccc1-c1ccccc12 (stereo unspecified),x,17,13,-36,0.3,1.3,2,-23,1
COc1ccc(CC2C(=O)N(c3ccccc3)C(=O)N(c3ccccc3)C2=O)c(OC)c1,-41,10,-10,-16,-1.2,0.3,5,0.3,-23
CC(=O)c1cc(C#N)c(N2CCN(C)CC2)nc1C,21,-8,5,-12,0.5,1.0,-1,0.2,-10
C[C@]12CC(=CO)C(=O)C[C@@H]1CC[C@@H]1[C@@H]2CC[C@@]2(C)[C@H]1CC[C@]2(C)O,23,5,-1,x,-0.6,-0.6,1,x,-11
CCc1nnc(NS(=O)(=O)c2ccc(N=Cc3c(O)n(-c4ccc(Cl)cc4)c(=O)[nH]c3=O)cc2)s1,18,-1,-4,-1,-0.2,0.9,-56,0.4,4
CCN1C(=O)NC(=O)/C(=C\c2ccc(N3CCOCC3)cc2OC)C1=O,20,13,-20,-2,1.0,0.5,-2,-2.2,-2
CCOC(=O)c1cc(C)sc1/N=C/C1C(=O)NC(=S)NC1=O,-8,3,-9,1,2.9,0.1,29,-3.2,3
O=C(Nc1c(F)cc(F)cc1F)c1cccn(Cc2ccccc2)c1=O,0,12,-8,-3,3.2,1.5,1,-0.9,-5
O=C1NC(=O)N(c2ccc(Br)cc2)C(=O)/C1=C/c1ccsc1,-2,-4,-20,-1,2.0,0.6,13,0.3,-10
O=C(N/N=C/c1c(O)n(Cc2ccc(F)cc2)c(=O)[nH]c1=O)c1ccccc1O,-15,17,-15,-12,0.8,0.9,8,-4.6,-3
CCCCn1c(O)c(C(C)=NC(Cc2c[nH]c3ccccc23)C(=O)OC)c(=O)[nH]c1=O (stereo unspecified),3,-15,-17,18,-0.3,-0.6,1,0.2,3
CCCCn1c(O)c(/C=N/NC(=O)c2ccncc2)c(=O)[nH]c1=S,-11,11,-283,-11,2.1,0.4,82*,0.4,-22
O=C1CN=C(c2ccc(F)cc2)c2oc3ccccc3c2N1,14,20,5,1,1.2,0.7,0,0.3,-2
COC(=O)CSC1=NP(=S)(SCC(=O)OC)N2CCCC2=C1C#N (stereo unspecified),37,7,-5,0,0.6,0.7,-2,0.8,4
CCOc1ccc(N2C(=O)NC(=O)/C(=C\c3ccccc3[N+](=O)[O-])C2=O)cc1,18,-6,8,-10,-0.3,0.5,-1,0.0,0
Cc1cccc(-n2c(O)c(/C=N/N3CCOCC3)c(=O)[nH]c2=S)c1,-14,-2,-112,8,0.9,0.4,4,-4.0,-13
CCOCCCn1c(N)c(C(=O)Nc2sc3c(c2C(=O)OC)CCCC3)c2nc3ccccc3nc21,1,2,-14,-23,3.6,0.7,137*,-9.5,5
COc1cccc(CCNCc2cccc(C(F)(F)F)c2)c1,40,14,3,-9,-0.9,0.1,3,1.9,-15
CN(C)[C@@H]1C(=O)C(C(N)=O)=C(O)[C@@]2(O)C(=O)C3=C(O)c4c(O)cccc4[C@@](C)(O)[C@H]3[C@H](O)[C@@H]12,-3,24,-9,x,1.6,0.4,-4,-1.1,4
O=c1c2ccccc2nc(/C=C/c2ccc(F)cc2)n1-c1ccccn1,5,20,-11,-20,-0.5,0.4,-2,-5.1,-10
Cc1cc(C(=O)Nc2ccccc2)nn1C(C)(C)C,-30,16,0,-4,-1.0,0.1,-2,-1.2,-10
Cc1ccc(Cn2c(C)c3cnn(CC(=O)N4CCC5(CC4)OCCO5)c(=O)c3c2C)cc1,12,-7,2,-14,4.4,2.0,-1,-3.0,-20
O=C(CNS(=O)(=O)c1ccc(Br)s1)N1CCC2(CC1)OCCO2,-7,13,-14,-22,0.9,-0.3,-1,-2.2,-17
Cc1c(N=Cc2c(O)n(Cc3ccco3)c(=O)[nH]c2=O)c(=O)n(-c2ccccc2)n1C,-1,25,-22,7,0.8,0.2,-1,-2.5,0
Cc1ccc(NP(=O)(Oc2ccccc2F)Oc2ccccc2F)cc1,98*,12,-10,-18,0.2,-0.8,-3,-2.1,-1
CCCCOc1ccc(CC2C(=O)N(C)C(=O)N(C)C2=O)cc1,-13,16,-7,-9,0.8,0.7,-3,0.1,-16
COc1ccc(CCNCc2ccc(SC)cc2)cc1,17,21,-7,7,-0.1,-0.5,4,-0.4,-2
Cc1cc(Cl)ccc1C(=O)C1CCCN(Cc2ccon2)C1 (stereo unspecified),11,-7,3,-12,-1.2,0.1,2,0.1,-17
CC(=O)O[C@@H]1[C@H]2CC[C@@H]3[C@]1(C[C@@H](OC(C)=O)[C@@]1(O)C([C@@H]4O[C@@H]4C1(C)C)[C@]3(C)O)C[C@@]2(C)O (stereo partly specified),7,15,-9,x,2.4,1.0,1,1.0,-7
Nc1nnc(CCN2CCCCC2)s1,43,40,3,-2,0.6,0.0,-7,0.0,-2
CCC(=NCc1ccco1)c1c(O)n(-c2ccccc2)c(=O)[nH]c1=O,19,3,-12,-10,0.6,0.8,-1,-2.4,-5
O=c1cc(CN2CC=C(c3ccccc3)CC2)c2c(ccc3ccccc32)o1,27,14,-51,x,0.1,0.6,-1,1.8,-8
O=C1NC(=O)N(c2ccc3c(c2)OCO3)C(=O)/C1=C\c1ccsc1,-6,-3,-15,14,1.8,1.2,9,4.0,-19
Clc1cccc(N2CCNCC2)n1,-8,6,5,-10,0.4,0.4,-28,1.9,-4
CC[N+](CC)(CC)CCCOC(=O)C(O)(c1ccccc1)C1CCCCC1 (stereo unspecified),18,6,-9,-5,-0.7,0.8,2,0.4,-14
O=c1[nH]c(=O)n(-c2ccccc2)c(O)c1N=Nc1ccc(Br)cc1,4,34,-6,-7,0.0,-0.3,-12,-1.5,-3
O=C(Cc1ccccc1)N1CCN(Cc2c[nH]c3ccccc23)CC1,22,2,1,-8,0.6,-0.3,1,-6.1,-10
C=C1C(=O)O[C@H]2C[C@@H](C)[C@@H]3C=CC(=O)[C@@]3(C)C[C@H]12,105*,22,-8,35*,x,x,2,33,-1
C[N+]1(C)[C@@H]2CC(OC(=O)[C@H](CO)c3ccccc3)C[C@H]1[C@@H]1O[C@@H]12 (stereo partly specified),10&25,10&7,-6&-2,x,1.3&0.6,0.9&0.9,-1&-1,-0.9,-6&-3
CC(=O)Nc1ccccc1C(=O)OCc1ccc(F)cc1,0,0,3,-16,-1.5,0.1,1,-1.2,2
O=C1CN=C(c2ccc[nH]2)c2cc(Cl)ccc2N1,-14,12,-10,-3,-0.2,0.9,-3,-5.1,-3

# Following part
SMILES,CHOP inhibitor,PPC-1+TRAIL kill,p47phox inh,MDM2 E3 inh,TRPN1 ag,TRPML3 agonist,Runt-SMMHC FRET,TNF death inh,EBV gp42 block
O=C(Cc1ccccc1)NC(Oc1ccccc1Cl)C(Cl)(Cl)Cl (stereo unspecified),5,21,-11,4,-0.9,0.7,-1,-0.1,7
CN1CCC(n2nccc2N)CC1,17,28,-9,6,1.6,1.2,-2,-2.0,-13
Cc1cc(/C=C2/C(=O)NC(=O)N(c3ccc(Br)cc3)C2=O)c(C)n1C,2,-2,-122,-13,-0.4,0.8,-140,-0.6,20
O=C1NC(=O)C(CCc2ccncc2)(C2CCCCC2)C(=O)N1,14,20,5,-13,2.2,0.0,75,0.1,-13
O=C1NC(=O)C(=Cc2ccc(N3CCN(C(=O)c4ccccc4)CC3)c([N+](=O)[O-])c2)C(=O)N1,13,7,-4,1,2.9,0.9,11,0.5,-7
Oc1ccc2c3c1OC1C(O)CC[C@@]4(O)[C@@H](C2)N(CC2CCC2)CC[C@]314 (stereo partly specified),-3,-16,-3,x,2.5,0.2,-4,x,-2
Cc1cccc(-n2c(O)c(/C=N/Nc3nc4c(c(=O)n(C)c(=O)n4C)n3C)c(=O)[nH]c2=S)c1,6,-6,-28,-20,2.6,0.8,2,1.0,-30
CC(C)(C)c1nc(NCc2ccc3c(c2)OCO3)c2nnn(Cc3ccccc3Cl)c2n1,5,13,-16,2,-0.1,0.7,-1,-1.8,-17
CCCC(=O)NC(Oc1ccc(OC)cc1)C(Cl)(Cl)Cl (stereo unspecified),4,17,-4,-2,-2.1,0.2,-3,1.5,-1
COc1ccc(CCNCc2ccncc2)cc1,50,-12,1,-9,1.1,0.5,0,-0.1,3
CC(C)n1c(=O)c(C=Nc2ccc(F)cc2)c(O)n(Cc2ccco2)c1=O,59,15,-19,-92,-0.4,-0.3,4,-2.9,-9
C=C(CC1CC(O)[C@]2(C)OC3CC4OC5C[C@]6(C)O[C@]7(C)CCC8OC9C[C@]%10(C)OC%11C(C)=CC(=O)OC%11CC%10OC9C[C@@H](C)C8OC7CC6O[C@]5(C)C/C=C\C4OC3CC2O1)C(=O)O (stereo partly specified),-2,-6,-5,x,1.9,0.4,-4,-2.3,-13
O=c1[nH]c(=O)n(CCC2=CCCCC2)c(O)c1C=NCCN1CCNCC1,-17,-20,-75,0,2.1,0.8,-6,0.2,4
CCn1c(P(C)(=O)O)nc2ccccc21,-6,14,-8,-16,1.4,0.1,0,0.5,-11

# Source: PubChem

# A portion of the library; rates above refer to the full screens.
